VEEV TC-83 Vero = inhibitors of VEEV TC-83 cytopathic effect, confirmation, Vero cells (AID 588727). Vero cells, VEEV TC-83 cytopathic effect inhibition; higher % means a stronger effect. 350,000 tested, 0.13% active. one-dose inhibition, % at 20 µM; IC50 in µM for titrated hits; in the data active = a potency from the dose series; inconclusive = inhibition mostly from about 14% at the one dose, without a potency; inactive = the rest, 99 in 100 with inhibition below about 12%; note: strong numbers were not always called active
H37Rv inhibition = M. tuberculosis growth inhibition, HTS (AID 449762). M. tuberculosis H37Rv growth inhibition, 7H9 media; higher % means a stronger effect. inhibition, % at 25 µM; hits with a dose series show IC50 in µM. 330,000 tested, 0.59% active; in the data active = a potency from the dose series; inconclusive = inhibition above about 70% without an active follow-up result;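 note: bacterial growth assessed after seven days of incubation; strong numbers were not always called active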
Salmonella PhoP GFP = PhoP regulon inhibitors, Salmonella typhi PhoP promoter GFP reporter, confirmatory (AID 1850); Salmonella Typhi PhoP-promoter GFP reporter, fluorescence, 4 h; higher % means a stronger effect; 310,000 tested, 0.33% active; inhibition, % at 50 µM, or IC50 in µM where a hit was titrated; in the data active = a potency from the dose series; inconclusive = inhibition mostly from about 25% at the one dose, without a potency; inactive = the rest, 99 in 100 with inhibition below about 19%;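 note: 0% = induced wells with vehicle and 100% = uninduced wells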
tuberculosis growth = growth inhibition of non-replicating M. tuberculosis (AID 488890); Mycobacterium tuberculosis non-replicating, growth inhibition; higher % means a stronger effect; inhibition, % at 25 µM; hits with a dose series show IC50 in µM; 320,000 tested, 0.39% active; in the data active = a potency from the dose series; inconclusive = inhibition mostly from about 82% at the one dose, without a potency; inactive = the rest, 99 in 100 with inhibition below about 76%;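 note: plate controls were DMSO cells for no effect and high antibiotic wells for full effect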
influenza NS1A = H1N1 influenza NS1A inhibitors, functional cell based assay (AID 504329). NS1A functional cell-based assay, percent inhibition; higher % means a stronger effect. inhibition, % at 12.5 µM; hits with a dose series show IC50 in µM. 340,000 tested, 0.3% active; in the data active = a potency from the dose series; inconclusive = inhibition above about 27% without an active follow-up result; note: strong numbers were not always called active
VEEV TC-83 Vero 10K pilot screen = further read-out of VEEV TC-83 Vero, marked with its call; inhibition, %; measured here: 10K pilot screen inhibition
* = called active by the depositor; i = inactive; ? = inconclusive; / = not tested or not shown. Hits appear at their usual frequency; about 1.4% have a hit in one of these screens.

SMILES	VEEV TC-83 Vero	H37Rv inhibition	Salmonella PhoP GFP	tuberculosis growth	influenza NS1A	others
CCc1ccc(S(=O)(=O)Nc2c(C)nc3nc[nH]n3c2=O)cc1	i	-5%	-14%	2%	-22%
COc1cccc(NC(=O)CSCC(=O)O)c1	i	-5%	3%	7%	-26%
CCOc1ccc(CN2CCN(C(=O)c3cccc(F)c3)CC2)cc1	i	-5%	-16%	6%	3%
COc1ccc(-c2oc(=O)c3cc(OC)c(OC)cc3c2C#CCCO)cc1	8.2%	14%	/	43%	2%
CC(=O)Nc1ccc2[nH]ccc2c1	0.4%	-6%	-1%	14%	5%
NS(=O)(=O)c1ccc(N2CCN(C(=O)c3ccco3)CC2)nc1	2.8%	-5%	/	-10%	-10%
COc1ccc(C(=O)C2CCCN(Cc3c(F)ccc(F)c3F)C2)c(OC)c1 (configuration not stated)	i	-3%	-1%	38%	-6%
Cc1ccccc1S(=O)(=O)Cc1ccc(C(=O)NCc2ccccc2)o1	1.4%	-1%	2%	0%	2%
COc1ccc(NC(=O)NCCCCc2ccccc2)c(OC)c1	1.0%	-6%	-7%	-4%	-3%
CCS(=O)(=O)N1CCN(c2ccc(Cl)cc2[N+](=O)[O-])CC1	1.7%	5%	0%	33%	3%
Cc1[nH]c(C)c(S(=O)(=O)Nc2ccccc2)c1C(=O)N1CCCC1	i	13%	3%	-13%	0%
COc1ccc(-c2noc(CCC(=O)N3CCN(c4ccccc4C)CC3)n2)cc1	0.3%	/	/	/	-4%
Cc1cc(C)n(C(=O)CNC(=O)C2COc3ccccc3O2)n1 (configuration not stated)	0.8%	7%	10%	15%	-2%
CC(=O)Nc1ccccc1NC(=O)c1ccccc1	0.2%	-2%	-3%	-14%	-12%
O=C(Cc1cccc2ccccc12)NN1C(=O)/C(=C\c2cccnc2)SC1=S	i	5%	11%	0%	-3%
CCN(CC)S(=O)(=O)c1cccc(-c2nnc(SCc3ncc(-c4ccccc4)o3)n2C)c1	6.7%	-8%	-6%	10%	3%
COc1ccccc1NC(=O)CN1C(=O)NC(CC(C)C)C1=O (configuration not stated)	6.7%	1%	-12%	-1%	3%
COC(=O)N1[C@H](C)C=C[C@]1(Cc1ccccc1)C(=O)O	0.0%	2%	-4%	-11%	-17%
CC1(C)CC(=O)C2=C(C1)Nc1ccccc1S2	1.5%	1%	-8%	0%	-10%
O=C1c2ccccc2C(O)(c2ncc[nH]2)N1CCc1ccccc1 (configuration not stated)	0.3%	-2%	-1%	-17%	4%
COc1cc(NC(=O)c2nnn(Cc3ccc(SC)cc3)c2N)cc(OC)c1	2.0%	5%	-4%	42%	-4%
O=C(Nc1ccc2ccccc2c1)c1ccccc1[N+](=O)[O-]	0.3%	/	/	/	6%
CCCN(C(=O)c1nc2nccc(C)n2n1)c1c(N)n(Cc2ccccc2)c(=O)[nH]c1=O	0.2%	4%	/	2%	8%
O=C(CCc1ccc(S(=O)(=O)NCc2ccccc2)cc1)N1CCN(Cc2ccc3c(c2)OCO3)CC1	i	13%	7%	7%	-3%
COc1ccccc1OCC(=O)Nc1cc2c(cc1C(=O)O)OCCCO2	0.8%	-1%	8%	9%	-11%
CCCC1CCC(c2ccc(C(=O)NN)cc2)CC1 (configuration not stated)	9.7%	-2%	-9%	?	6%
COc1ccc(NC(=O)c2ccc3[nH]c(C)c(C)c3c2)cc1	3.5%	0%	13%	17%	4%
Cn1nnc(NC(=O)c2ccccc2)n1	0.9%	-1%	-5%	-11%	21%	VEEV TC-83 Vero 10K pilot screen=0.4
CCCC(=O)c1ccc(CP(=O)(OCC)OCC)o1	2.8%	-12%	3%	-21%	-2%
Cc1cccc(C(=O)OC2CCOC2=O)c1O (configuration not stated)	0.8%	7%	0%	1%	-7%
COCCn1c(SCc2ccccc2F)nc2ccccc2c1=O	0.6%	56%	6%	4%	-13%
COC(=O)c1ccc(NC2(C#N)C(=O)Nc3ccccc32)cc1 (configuration not stated)	7.1%	?	4%	20%	-2%
NC(=O)c1c(NC(=O)CSc2nnc(-c3ccco3)n2N)sc2c1CCCC2	1.9%	-6%	-10%	25%	2%
Cc1cccc(NC(=O)C2CCN(S(=O)(=O)c3ccc(Cl)cc3)CC2)n1	0.2%	-2%	4%	2%	12%
O=C(C1CCN(S(=O)(=O)c2cccc3cccnc23)CC1)N1CCN(C2CCCCC2)CC1	/	-4%	-3%	5%	/
COC(=O)CSc1nc(NC#N)nc(NC(C)(C)C)n1	1.0%	-13%	-8%	-8%	-2%
COCCCN(CC(=O)Nc1ccc(N2CCOCC2)cc1)S(=O)(=O)c1ccc(Cl)cc1	0.9%	4%	-2%	6%	3%
CC1(C)CC(O)(CCNCc2ccc3c(c2)OCO3)CCO1 (configuration not stated)	i	-2%	-10%	9%	-4%
COc1ccc(S(=O)(=O)N2CCN(C)CC2c2ccccc2)cc1OC (configuration not stated)	2.2%	/	/	/	-9%
COC(=O)c1ccc(NC(=O)CSc2n[nH]c(-c3ccncc3)n2)cc1	0.5%	-4%	10%	4%	-6%
CN(C)c1ccc(/C=N/n2ncc3ccccc32)cc1	1.7%	-5%	-1%	9%	-18%
COc1cccc(NC(=O)CN(C)C(=O)C2CCN(C(=O)c3ccccc3C)CC2)c1	3.3%	-14%	6%	-11%	-6%
COc1ccccc1CNS(=O)(=O)c1c(C)[nH]c(C)c1C(=O)N1CCCCC1	0.3%	1%	-3%	7%	4%
COc1cc(C2C(C(=O)c3ccco3)=C(O)C(=O)N2CC2CCCO2)ccc1O (configuration not stated)	0.8%	-5%	9%	-5%	-11%
Cc1ccc2nc(Cl)c3cc(C(=O)NCCCN4CCCC4)sc3c2c1	3.4%	?	5%	?	-8%
CCCCNS(=O)(=O)c1ccc2nc(SCC(=O)Nc3sccc3C#N)[nH]c2c1	1.7%	12%	-6%	43%	2%
CC(Oc1ccccc1)C(=O)Nc1nc2c(s1)C(=O)CC(C)(C)C2 (configuration not stated)	4.7%	-8%	-3%	-1%	-9%
COc1ccc(-c2nn(C)c(=O)c3ccccc23)cc1CNC(=O)CN1CCOCC1	/	-8%	-9%	-1%	/
COc1ccc(N(C(=O)C(C)C)S(=O)(=O)c2ccc3c(c2)n(C)c(=O)n3C)cc1	i	-8%	-2%	-1%	1%
O=C(CN1CCCCCC1)Nc1ccccc1C(=O)Nc1ccccc1	4.1%	5%	-2%	7%	-9%

(further entries)
SMILES	VEEV TC-83 Vero	H37Rv inhibition	Salmonella PhoP GFP	tuberculosis growth	influenza NS1A	others
COC1(OC)N=C(N)C2(C#N)C(c3cccc(Oc4ccccc4)c3)C12C#N (configuration not stated)	6.6%	-2%	-1%	15%	-16%
COCCN1C(=O)C(=O)/C(=C(/O)c2ccc(S(=O)(=O)N3CCOCC3)cc2)C1c1cccc([N+](=O)[O-])c1 (configuration not stated)	1.1%	3%	1%	-10%	-5%
O=C(COc1ccc(Cl)cc1)NCCSc1ccccc1	0.5%	1%	-3%	25%	-5%
Cc1cc(/C=N/NC(N)=S)c(O)c(/C=N/NC(N)=S)c1	1.9%	-2%	13%	?	-14%
CCCn1c(-c2cccs2)nc2nc3ccccc3nc21	5.8%	-24%	2%	64%	-13%
COc1ccc(/C=C(\NC(=O)c2ccccc2)C(=O)NCC2CCCO2)cc1 (configuration not stated)	i	-1%	0%	7%	5%
CCc1cccc2c(C(=S)N3CCCC3)c[nH]c12	1.1%	6%	-4%	-9%	-4%
COc1ccc(C(CC(=O)N2CCCCC2)C(C)C)cc1 (configuration not stated)	0.3%	-5%	5%	-3%	2%
Cc1cc(=O)oc2cc(OCC(=O)OCC(=O)N(C)C3CCS(=O)(=O)C3)ccc12 (configuration not stated)	0.9%	0%	5%	-7%	10%
CCCCc1ccc(NC(=O)CN2NS(=O)(=O)c3ccccc3C2=O)cc1	i	-5%	-8%	19%	-2%
Nc1nc(SCc2ccc(Cl)cc2)ns1	4.1%	?	13%	62%	-18%
Clc1ccccc1CN(Cc1ccccc1)c1ncnc2nc[nH]c12	4.3%	-2%	-5%	46%	-7%
COC(=O)c1ccc(COC(=O)C2CCN(S(=O)(=O)c3ccccc3C(=O)OC)CC2)cc1	7.2%	5%	/	11%	-2%
CC(C)[C@H](NC(=O)NC1CCCc2ccccc21)C(=O)O (some centres not stated)	1.5%	-6%	4%	1%	0%
CN1C(=O)/C(=C/c2cccc([N+](=O)[O-])c2)C(=O)N1c1ccccc1	0.3%	11%	-5%	28%	-4%
CCOc1ccc(S(=O)(=O)/N=C(/Nc2ccc(C(C)=O)cc2)c2ccccc2)cc1	3.6%	0%	/	34%	7%
Cc1noc(C)c1COc1ccc(C(=O)N2CCCC(C(N)=O)C2)cc1 (configuration not stated)	1.7%	-7%	-2%	-13%	-6%
CC(=O)N(Cc1cccs1)C1CCOC(C)(C)C1 (configuration not stated)	0.2%	-9%	0%	-5%	-6%
COc1ccccc1N1CCN(C(=O)Cn2nc(C(F)(F)F)c3c2CCC3)CC1	7.2%	-7%	-11%	0%	-12%
COc1ccc(-c2nc3c4ccccc4[nH]c(=O)n3n2)cc1	1.8%	-1%	-15%	-8%	0%
CCOC(=O)N1CCN(Cc2nc3cc(NC(=O)c4ccco4)ccc3n2C)CC1	3.1%	12%	-25%	4%	6%
O=c1cc(Nc2ccc3c(c2)OCO3)[nH]c(=O)n1-c1ccc(Br)cc1	2.4%	7%	8%	10%	-10%
Cc1ccc(N(C)S(=O)(=O)c2ccc3[nH]cc(C(=O)NCCCN4CCOCC4)c(=O)c3c2)cc1C	5.0%	7%	7%	36%	5%
Cc1ccc(S(=O)(=O)N2CCN(C(=O)CCC(=O)Nc3ccc(F)cc3F)CC2)cc1	2.5%	4%	/	2%	-6%
CCc1ccc(NC(=O)Nc2c(C)n(C)n(-c3ccccc3)c2=O)cc1	0.8%	-9%	4%	3%	5%
CC(C)C[C@H](NC(=O)c1nc[nH]c1C(=O)N1CCN(c2ccccc2)CC1)C(=O)OC(C)(C)C	9.5%	-8%	-12%	65%	-10%
CCOc1ccc(NC(=O)CN(C)CC(=O)Nc2ccc(F)c(F)c2F)cc1OCC	i	0%	-5%	-2%	2%
